TRPC6 act: mouse TRPC6 channel activators, primary screen, cell-based, HEK293, membrane potential dye. Short transient receptor potential channel 6 (Mus musculus), Q61143. HEK293-TRPC6 membrane potential dye fluorescence; hits give high values. B-score at 10 µM. 0.13% of 310,000 active. AID 2550, 2010;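 active = B-score of the integrated fluorescence ratio above library mean plus 3 SD, and starting fluorescence ratio within library mean plus 5 SD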;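 also: higher score means more depolarization so channel activation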
Target sequence (Q61143 whole entry, looked up): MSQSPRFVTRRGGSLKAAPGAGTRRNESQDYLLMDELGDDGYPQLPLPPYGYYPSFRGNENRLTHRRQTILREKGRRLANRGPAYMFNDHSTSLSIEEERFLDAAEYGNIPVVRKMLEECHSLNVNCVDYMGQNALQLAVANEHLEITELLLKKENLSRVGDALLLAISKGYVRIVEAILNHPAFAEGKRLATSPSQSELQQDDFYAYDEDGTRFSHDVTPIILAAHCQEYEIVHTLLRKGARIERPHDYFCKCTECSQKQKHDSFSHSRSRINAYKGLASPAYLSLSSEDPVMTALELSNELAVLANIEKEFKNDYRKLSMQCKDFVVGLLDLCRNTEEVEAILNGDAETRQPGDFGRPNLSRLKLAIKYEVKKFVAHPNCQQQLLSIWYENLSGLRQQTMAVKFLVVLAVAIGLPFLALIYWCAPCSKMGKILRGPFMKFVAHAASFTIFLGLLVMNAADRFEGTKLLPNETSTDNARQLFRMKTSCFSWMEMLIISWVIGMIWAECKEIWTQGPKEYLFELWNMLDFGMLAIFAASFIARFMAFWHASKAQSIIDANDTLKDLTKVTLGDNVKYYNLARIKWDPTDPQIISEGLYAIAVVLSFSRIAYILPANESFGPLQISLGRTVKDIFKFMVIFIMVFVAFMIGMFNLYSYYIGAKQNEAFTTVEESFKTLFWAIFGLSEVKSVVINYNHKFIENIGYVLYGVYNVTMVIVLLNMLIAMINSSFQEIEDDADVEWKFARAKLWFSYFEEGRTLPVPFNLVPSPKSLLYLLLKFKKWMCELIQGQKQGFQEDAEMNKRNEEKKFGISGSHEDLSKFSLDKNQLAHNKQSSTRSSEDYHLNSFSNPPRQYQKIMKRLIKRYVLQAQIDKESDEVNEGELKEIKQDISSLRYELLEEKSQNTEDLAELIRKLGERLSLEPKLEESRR
MrgX1 antag: antagonists of human MrgX1 receptor, primary screen, HEK293 cells, Fluo-4 calcium flux; Mas-related G-protein coupled receptor member X1 (Homo sapiens), Q96LB2; BAM8-22 antagonism; hits give low values; B-score at 10 µM; 1.3% of 310,000 active;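 active = calcium-response B-score plate-corrected more than 3 library SD below zero, starting fluorescence within 5 deviations, no agonist response on first addition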;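 also: peak minus trough fluorescence over baseline after final BAM8-22 challenge near maximal dose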
MrgX1 allo act: positive allosteric modulators of MrgX1, primary screen, HEK293 cells, Fluo-4 calcium flux; 0.63% of 310,000 active; Mas-related G-protein coupled receptor member X1 (Homo sapiens), Q96LB2; FDSS; hits give high values; B-score at 10 µM;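 active = plate-corrected calcium response at least 3 library SD above typical, normal starting fluorescence, not activating the receptor alone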;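 also: compound read alongside a low EC10 to EC30 dose of BAM8-22 agonist; peak minus trough fluorescence over baseline measured at the second addition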
TRPC6 inhibitor: mouse TRPC6 channel inhibitors, primary screen, cell-based, HEK293, membrane potential dye; Short transient receptor potential channel 6 (Mus musculus), Q61143; ACh-evoked depolarization; hits give low values; B-score at 10 µM; 1.1% of 310,000 active; AID 2553, 2010;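 active = B-score under library mean minus 3 SD, initial fluorescence not abnormally high, positive integrated signal ratio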;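 also: B-score derived from integrated fluorescence ratio over the kinetic read; more negative B-score means stronger inhibition of depolarization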
HIF act: HIF pathway transcriptional activators, primary screen, cell-based, U2OS HRE-luciferase, luminescence | U2OS HRE-luciferase reporter; normalized: DMSO 0%, desferrioxamine 100% | activation, % at 7.5 µM (by protocol) | 0.32% of 300,000 active;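 active = mean activation of at least 10% of the iron chelator positive control signal, with at least half of replicates also reaching 10%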
TRPC4 inh: inhibitors of mouse TRPC4 channel, primary screen, Fluo4 calcium, HEK293 TRPC4beta/mu-opioid cells. Short transient receptor potential channel 4 (Mus musculus), Q9QUQ5. DAMGO-evoked Fluo4 calcium flux; hits give low values. B-score at 10 µM. 0.39% of 300,000 active. AID 2247, 2010;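 active = B-score over 3 SD under the library average, no early fluorescence shift, positive overall ratio signal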
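Assay system: Stable TRPC4beta/mu-opioid receptor HEK293 cells | Reagent: DAMGO in two steps, submaximal then maximal | Compound dosing: Single concentration per test compound | Signal: Fluo4 Ca2+ flux fluorescence | Evaluation: Per-well B score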
TRPC4 act: activators of mouse TRPC4 channel, primary screen, Fluo4 calcium, HEK293 TRPC4beta/mu-opioid cells; 0.49% of 310,000 active; Fluo4 calcium fluorescence; hits give high values; Short transient receptor potential channel 4 (Mus musculus), Q9QUQ5; B-score at 10 µM;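 active = B-score above 5 SD of library B-scores, and initial fluorescence ratio not above library mean plus 5 SD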;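 also: positive B-score marks a calcium rise read as TRPC4 activation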
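Incubation: 45 min room-temperature Fluo4 loading, 110 s read / System: HEK293 cells stably co-expressing mouse TRPC4beta and mu-opioid receptor / Signal: Fluo4 fluorescence, kinetic / Control set: buffer (low) and maximal DAMGO (high) / Measure: integrated baseline-normalised fluorescence ratio, converted to per-well B score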
MrgX1 agonist: agonists of human MrgX1 receptor, primary screen, HEK293 cells, Fluo-4 calcium flux. Mas-related G-protein coupled receptor member X1 (Homo sapiens), Q96LB2. Fluo-4 calcium fluorescence, agonist mode; hits give high values. B-score at 10 µM. 0.44% of 310,000 active;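 active = calcium response B-score plate-corrected fluorescence ratio at least 3 library SD, with starting fluorescence B-score inside 5 SD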
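Material: HEK293 cells stably expressing human MrgX1 receptor | Quantity: 15,000 cells per well | Times: Cells plated overnight, dye loaded 0.5 h 37 °C, 0.5 h room temperature | Measured by: Kinetic Fluo-4 NW fluorescence of intracellular calcium | Control set: Positive and negative controls per plate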
TRPC4 potent: positive allosteric modulators of TRPC4, primary screen, cell-based, mouse TRPC4beta, HEK293 mu-opioid, Fluo-4 calcium. Short transient receptor potential channel 4 (Mus musculus), Q9QUQ5. DAMGO EC20, Fluo-4 Ca2+ flux; hits give high values. B-score at 10 µM. 0.42% of 310,000 active. AID 2227, 2009;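 active = B-score of calcium response area above 5 SD of library B-scores, with initial fluorescence ratio within 5 SD of library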;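 also: B-score of integrated fluorescence ratio over time as area under calcium response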
PolyA inh: polyadenylation inhibitors in yeast reporter cells, primary screen, luminescence, S. cerevisiae. S. cerevisiae SKY197-pL101 polyadenylation reporter, beta-gal luminescence; efflux-impaired pdr1/pdr3 knockout yeast; score 100 = 6 SD above DMSO. calls only at 12 µM. 0.02% of 300,000 active. AID 1875, 2009;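 active = lowest replicate activity score at least 50, where 100 means six control SD above control mean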;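 also: yeast exposed to compound for 9 h at 30 °C; higher score means more reporter readthrough which indicates perturbed polyadenylation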
AI-2 QS modul: Vibrio harveyi AI-2 quorum sensing modulators, primary screen, JMH597 strain, luminescence/OD600 ratio; Vibrio harveyi JMH597 AI-2 luminescence/OD600 ratio, 9 h; hits give low values; strain lacks LuxN and CqsS sensors; 0 = neutral-control median; activity change, % at 7.5 µM; 0.4% of 300,000 active; AID 2094, 2009; in the data active = activity change below about -75%, passing the limit was not always enough;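 also: luminescence divided by OD600 gain over 9 h not by final OD600 alone; inactives centre near 13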
Starred values were filed as active, the others as inactive; i = inactive; nt = no result given. An excerpt; the hit share may differ from the screen's.

SMILES	TRPC6 act	MrgX1 antag	MrgX1 allo act	TRPC6 inhibitor	HIF act	TRPC4 inh	TRPC4 act	MrgX1 agonist	TRPC4 potent	PolyA inh	AI-2 QS modul
Cc1ccc(NC(=O)CNc2cc(S(=O)(=O)N3CCOCC3)ccc2NCC2CCCO2)cc1F (configuration not stated)	i	i	i	i	0.1	i	i	i	i	i	15
COc1ccc(-c2cc(C(=O)NCc3cccnc3)no2)cc1OC	i	i	i	i	0.0	i	i	i	i	i	23
O=C1CCCN1CC(CN1CCOCC1)Sc1nnnn1-c1ccccc1 (configuration not stated)	i	i	i	i	1.8	i	i	i	i	i	12
NS(=O)(=O)c1ccc(CCNC(=O)CNC(=O)Cc2cccc3ccccc23)cc1	i	i	i	i	-1.4	i	i	i	i	i	28
COc1cc(O)c(C(C)=O)c(CC(=O)O)c1	i	i	i	i	0.3	i	i	i	i	i	-11
COCCn1c(COc2cccc(OC)c2)nnc1SCC(=O)N1CCOCC1	i	i	i	i	-0.1	i	i	i	i	i	5
CCN(CC)S(=O)(=O)c1ccc2[nH]cc(C(=O)NCCC3=CCCCC3)c(=O)c2c1	i	i	i	i	0.3	i	i	i	i	i	23
COC(=O)c1c(NC(=O)c2ccc(C)o2)sc2c1CCCCC2	i	nt	nt	i	5.1	i	i	nt	i	i	4
Cc1ccc(N2CC(C(=O)Nc3nnc(SCCN4CCOCC4)s3)CC2=O)cc1 (configuration not stated)	i	i	i	i	-0.4	i	i	i	i	i	5
c1cncc(-c2nc(-c3ccc4c(c3)OCCO4)cs2)c1	i	i	i	i	1.3	i	i	i	i	i	-6
CCOC(=O)c1ccc(Cl)c(NC(=O)c2ccc(-c3ccccc3)cc2)c1	i	i	i	i	1.7	i	i	i	i	i	13
COc1cccc(-c2nc(CS(=O)(=O)CC(=O)NCc3ccc(Cl)cc3)c(C)o2)c1	i	i	i	i	0.2	i	i	i	i	i	18

Quoted at random: 3 entries already listed
SMILES	TRPC6 act	MrgX1 antag	MrgX1 allo act	TRPC6 inhibitor	HIF act	TRPC4 inh	TRPC4 act	MrgX1 agonist	TRPC4 potent	PolyA inh	AI-2 QS modul
Cc1ccc(N2CC(C(=O)Nc3nnc(SCCN4CCOCC4)s3)CC2=O)cc1 (configuration not stated)	i	i	i	i	-0.4	i	i	i	i	i	5
CCOC(=O)c1ccc(Cl)c(NC(=O)c2ccc(-c3ccccc3)cc2)c1	i	i	i	i	1.7	i	i	i	i	i	13
NS(=O)(=O)c1ccc(CCNC(=O)CNC(=O)Cc2cccc3ccccc23)cc1	i	i	i	i	-1.4	i	i	i	i	i	28

Other entries follow:
SMILES	TRPC6 act	MrgX1 antag	MrgX1 allo act	TRPC6 inhibitor	HIF act	TRPC4 inh	TRPC4 act	MrgX1 agonist	TRPC4 potent	PolyA inh	AI-2 QS modul
Cc1ccc(S(=O)(=O)O)c(C)c1N1CCCC1=O	i	i	i	i	-0.6	i	i	i	i	i	22
COc1ccc2c(c1)CCc1c(C(=O)N(C)c3ccccc3)noc1-2	i	i	i	i	2.5	i	i	i	i	i	-8
O=C(Nc1ccccc1C(F)(F)F)c1cc2ncc(CCCl)cn2n1	i	i	i	i	1.2	i	i	i	i	i	12
COc1ccc(N/C(=C(/C(Cl)=C(Cl)Cl)[N+](=O)[O-])n2nnc3ccccc32)cc1OC	i	i	i	i	nt	i	i	i	i	i	3
O=C(CCC(=O)NNC(=O)Nc1cccc(Cl)c1)NCc1ccccc1	i	i	i	i	-0.1	i	i	i	i	i	18
CCOCCCNC(=S)Nc1ccc(S(N)(=O)=O)cc1	i	i	i	i	0.0	i	i	i	i	i	6
CCCCNC(=O)c1cc(-c2ccc(OC)cc2)on1	i	i	i	i	4.9	i	i	i	i	i	2
CC(=O)NCCCc1nc2ccccc2n1Cc1cc(C)ccc1C	i	i	i	i	-0.4	i	i	i	i	i	2
COc1ccccc1C1CC(c2cccs2)=NN1C(=O)CCC(=O)O (configuration not stated)	i	i	i	i	0.0	i	i	i	i	i	23
COc1ccc(OC)c(C2=NOC(C(=O)NCc3cccnc3)C2)c1 (configuration not stated)	i	i	i	i	-0.1	i	i	i	i	i	12
COc1ccc(C2OC(=O)CC2C(=O)NC2CCCCCC2)cc1OC (configuration not stated)	i	i	i	i	-0.1	i	i	i	i	i	28
CCOc1ccc(C(O)c2nccn2C)cc1 (configuration not stated)	i	i	i	i	0.3	i	i	i	i	i	11
CCN1CCN(C(=O)c2ccccc2N(Cc2ccccc2)S(C)(=O)=O)CC1	i	i	i	i	-1.0	i	i	i	i	i	17
CSc1ccc(CCNC(=O)c2cc(-c3ccccc3)c(N3CCOCC3)s2)cc1	i	i	i	i	0.4	i	i	i	i	i	nt
O=[N+]([O-])c1ccc(Oc2ccc(F)cc2)c2ccncc12	i	i	i	-5.1*	0.9	i	i	i	i	i	12
CC(Oc1ccc(Cl)cc1)c1ccn[nH]1 (configuration not stated)	i	i	i	i	0.3	i	i	i	i	i	2
COc1ccc2nc(N3CCC(C)CC3)c(C#N)cc2c1	i	i	i	i	3.9	i	i	i	i	i	8
CCCCSCc1cc(C(=O)O)oc1C(C)(C)C	i	i	i	i	-0.2	nt	i	i	i	i	23
OCc1nc2ccccc2n1/N=C/c1cccs1	i	i	i	i	0.4	i	i	i	i	i	-2
Cc1ccc(NC(=O)/C=C/c2cccc(C(F)(F)F)c2)cc1	i	i	i	i	0.4	i	i	i	i	i	-3
CC(C)(C)NC(=O)c1ccc2c(c1)N(CC(=O)N1CCCCC1)C(=O)C(C)(C)O2	i	i	i	i	-0.2	i	i	i	i	i	12
O=C(CSc1nc2c(c(=O)n1-c1ccc(Br)cc1)SCC2)NCC1CCCO1 (configuration not stated)	i	i	i	-5*	-0.5	i	i	i	i	i	-2
CCCCN(CCCC)CCNC(=O)c1cn(C)c2ccc(S(=O)(=O)N(C)C3CCCCC3)cc2c1=O	i	i	i	i	-0.8	i	i	i	i	i	15
COc1ccc(OC)c(CCNC(=O)c2ccc(CS(=O)Cc3ccc(Cl)cc3)o2)c1 (configuration not stated)	i	i	i	i	-0.2	i	i	i	i	i	42
COc1ccc(CNC(=O)c2oc3ccc(S(=O)(=O)N4CCOCC4)cc3c2C)cc1	i	i	i	i	-0.2	i	i	i	i	i	3
O=C1c2ccccc2C(O)N1c1cccnc1 (configuration not stated)	i	i	i	i	-0.1	i	i	i	i	i	6
O=S(=O)(c1cccc(-c2nnc(-c3cccnc3)o2)c1)N1CCCCC1	i	i	i	i	-0.3	i	i	i	i	i	2
COC(=O)c1nn(-c2cccc(Cl)c2)cc(OC)c1=O	i	i	i	i	2.5	i	i	i	i	i	-3
COc1ccc(N2C(=O)C(CC(=O)Nc3ccccc3)N(CCc3ccc(OC)c(OC)c3)C2=O)cc1 (configuration not stated)	i	i	i	i	0.1	i	i	i	i	i	14
O=C(CC1Sc2ccccc2NC1=O)OCc1cc(=O)oc2cc(O)ccc12 (configuration not stated)	i	i	i	i	0.1	i	i	i	i	i	23
COc1ccccc1NS(=O)(=O)c1ccc(C(=O)NCC(c2ccccc2OC)N(C)C)cc1 (configuration not stated)	i	i	i	i	0.4	i	i	i	i	i	-8
CCc1nnc(NC(=O)Cn2nc(-c3ccc(OC)c(OC)c3)ccc2=O)s1	i	i	i	i	-1.3	i	i	i	i	i	18
Cc1oc(-c2cc(F)ccc2F)nc1CN1CCN(C)C(=O)[C@@H]1C	i	i	i	i	-0.2	i	i	i	i	i	12
CC(=O)c1cnc2nc(C(F)(F)F)nn2c1C	i	i	i	i	-0.1	i	i	i	i	i	7
c1ccc(Nc2cccc3c(Nc4ccccc4)cccc23)cc1	i	i	i	i	0.3	i	i	i	i	i	3
O=C(NNS(=O)(=O)c1ccc2ccccc2c1)NC1CCCCC1	i	i	i	i	-0.4	i	i	i	i	i	30
O=C(NNS(=O)(=O)c1ccc(F)cc1)c1cnn(-c2ccccc2)c1C(F)(F)F	i	i	i	i	-0.4	i	i	i	i	i	-3
CN(Cc1ccccc1)C(=O)c1nc2ccccn2c1CNCCCOc1cccnc1	i	i	i	i	0.2	i	i	i	i	i	12
COc1ccc(C2C3=C(CCCC3=O)Nc3ccc4ncccc4c32)cc1OC (configuration not stated)	i	-4.7*	i	i	1.8	i	i	i	i	i	5
CCOC(=O)CC1(c2ccccc2)CCOC(C)(C)C1 (configuration not stated)	i	i	i	i	0.0	i	i	i	i	i	15
CCCn1[nH]cc(SC)c(=O)c1=O	i	i	i	i	-0.2	i	i	i	i	i	6
O=[N+]([O-])c1cccc(-c2nnc(C3CC3)o2)c1	i	i	i	i	-0.3	-6*	i	i	i	i	9
Cc1ccc(CCNC(=O)C2CCN(C(=O)c3sccc3-n3cccc3)CC2)cc1	i	i	i	i	-0.4	i	i	i	i	i	29
Cc1cc2c(ncn2C(C)C)c(NS(=O)(=O)c2ccc(F)cc2)c1C	i	i	i	i	-0.1	i	i	i	i	i	24
COc1ccccc1C#Cc1ccc2c(=O)c3ccccc3n(C)c2c1	i	i	i	i	0.7	i	i	i	i	i	19
CCOC(=O)c1ccccc1NC(=O)c1cc2ccccc2o1	i	i	i	i	1.4	i	i	i	i	i	-7
CCc1ccc(/C([O-])=C(/C(=S)NCCN2CCOCC2)[n+]2ccccc2)cc1	i	i	i	i	-1.0	i	i	i	i	i	-3
COc1ccc(CN(Cc2ccccn2)S(=O)(=O)c2ccc(-n3cnnn3)cc2)cc1	i	i	i	i	1.9	i	i	i	i	i	-5

Source: PubChem BioAssay
